Compound activity deposited in PubChem by The Scripps Research Institute Molecular Screening Center.
SRC1 TRFRET art: TR-FRET detection interference compounds, primary screen, artefact control for PPARgamma SRC-1 recruitment agonists, biochemical, TR-FRET emission ratio. 0.34% of 99,000 active. TR-FRET ratio at 8 µM. TR-FRET detection artefact counter-screen; hits give high values; in the data active = TR-FRET ratio above about 2300; note: inactives centre near 1800
SRC3 TRFRET art: TR-FRET detection interference compounds, artefact control for PPARgamma SRC-3 recruitment agonists, biochemical, TR-FRET ratio. TR-FRET artefact counter-screen, PPARgamma/SRC-3 format; hits give high values. TR-FRET ratio at 8 µM. 0.39% of 99,000 active. AID 1048, 2008; in the data active = TR-FRET ratio above about 2000; note: inactives centre near 1600
An asterisk follows results filed as active.

A first look, 17 compounds:
SMILES	SRC1 TRFRET art	SRC3 TRFRET art
Cc1c(N/C(=N/S(=O)(=O)c2ccc(F)cc2)c2ccccc2)c(=O)n(-c2ccccc2)n1C	2001	1761
Cc1nnc(SCC(=O)N(C)C2CCS(=O)(=O)C2)n1Cc1ccccc1 (stereo not drawn)	1538	1471
CC(NC(=O)C1CCC1)c1ccc2c(c1)OCO2 (stereo not drawn)	1538	1360
Cc1nn(-c2cccc(Cl)c2)nc1C(=O)O	1782	1507
COc1ccc2ccccc2c1CNc1nnnn1C	1568	1562
Cc1ccc(C(=O)COc2ccccc2-c2ccccc2)cc1	1532	1446
CC(=O)Nc1ccc(SCC(=O)Nc2ccccc2Oc2ccccc2)cc1	1952	1525
Cc1cccc(CSC2=NCCN2C(=O)c2ccc(S(=O)(=O)N(C)C)cc2)c1	1820	1599
CN1C(CC(=O)Nc2ccc(Br)cc2)c2ccccc2CC1(C)C (stereo not drawn)	2024	1707
COCCCC1CCN(Cc2nc(-c3ccccc3)no2)CC1	1680	1703
COc1ccc(-n2nnc3c(=O)n(CC(=O)Nc4cc(C)on4)cnc32)cc1	1732	1622
O=[N+]([O-])c1ccc(Cl)cc1N1CCOCC1	2051	1683
Cc1c(-c2ccccc2)sc2nc[nH]c(=S)c12	2247	2134*
COc1ccc(N2CCN(c3cc(C)c4cccc(C)c4n3)CC2)cc1	1725	1578
O=C(N/N=C\c1ccc(CNS(=O)(=O)c2ccccc2)o1)C(=O)Nc1ccc(F)cc1	1797	1733
CSCc1ccc(C(=O)NCc2ccccc2)cc1	1763	1274
Cc1ccc(NC(=O)CSc2nnc(Cn3c(=O)sc4ccccc43)n2C)cc1	1945	1653

The list itself, repeating the preview:
SMILES	SRC1 TRFRET art	SRC3 TRFRET art
Cc1c(N/C(=N/S(=O)(=O)c2ccc(F)cc2)c2ccccc2)c(=O)n(-c2ccccc2)n1C	2001	1761
Cc1nnc(SCC(=O)N(C)C2CCS(=O)(=O)C2)n1Cc1ccccc1 (stereo not drawn)	1538	1471
CC(NC(=O)C1CCC1)c1ccc2c(c1)OCO2 (stereo not drawn)	1538	1360
Cc1nn(-c2cccc(Cl)c2)nc1C(=O)O	1782	1507
COc1ccc2ccccc2c1CNc1nnnn1C	1568	1562
Cc1ccc(C(=O)COc2ccccc2-c2ccccc2)cc1	1532	1446
CC(=O)Nc1ccc(SCC(=O)Nc2ccccc2Oc2ccccc2)cc1	1952	1525
Cc1cccc(CSC2=NCCN2C(=O)c2ccc(S(=O)(=O)N(C)C)cc2)c1	1820	1599
CN1C(CC(=O)Nc2ccc(Br)cc2)c2ccccc2CC1(C)C (stereo not drawn)	2024	1707
COCCCC1CCN(Cc2nc(-c3ccccc3)no2)CC1	1680	1703
COc1ccc(-n2nnc3c(=O)n(CC(=O)Nc4cc(C)on4)cnc32)cc1	1732	1622
O=[N+]([O-])c1ccc(Cl)cc1N1CCOCC1	2051	1683
Cc1c(-c2ccccc2)sc2nc[nH]c(=S)c12	2247	2134*
COc1ccc(N2CCN(c3cc(C)c4cccc(C)c4n3)CC2)cc1	1725	1578
O=C(N/N=C\c1ccc(CNS(=O)(=O)c2ccccc2)o1)C(=O)Nc1ccc(F)cc1	1797	1733
CSCc1ccc(C(=O)NCc2ccccc2)cc1	1763	1274
Cc1ccc(NC(=O)CSc2nnc(Cn3c(=O)sc4ccccc43)n2C)cc1	1945	1653
CCN(CC)C(=O)C1CCCN(Cc2nc(-c3cnccn3)no2)C1 (stereo not drawn)	1977	1707
Cc1ccc(Nc2nc(N)nc(CN3CCN(Cc4ccc5c(c4)OCO5)CC3)n2)cc1C	1863	1631
O=C(Nc1ccccc1N1CCOCC1)c1cccc(NS(=O)(=O)c2ccc(F)c(F)c2)c1	1855	1544
O=C(NC(=S)NCc1nc2ccccc2[nH]1)c1ccccc1F	1747	1610
Cc1ccc(-c2nnc3ccc(SC(C)C(=O)O)nn23)cc1 (stereo not drawn)	1949	1706
O=[N+]([O-])c1ccccc1S(=O)(=O)N1CCN(Cc2ccsc2)CC1	1563	1509
COc1cccc(NC(=O)NCCc2ccc(Cl)cc2)c1	1469	1713
Cc1ccc(CC2CC(=O)N(C(Cc3ccccc3)C(=O)O)C2=O)cc1 (stereo not drawn)	1896	1754
CC(=O)N1CCc2cc(S(=O)(=O)NC(CC(C)C)C(=O)Nc3cc(C)ccn3)ccc21 (stereo not drawn)	1715	1885
CC(=O)N1CCN(CC(=O)c2ccc(Br)cc2)CC1	1611	1462
COC(=O)C(C)Sc1ncnc2c1c(-c1ccccc1)cn2-c1ccc(OC)cc1 (stereo not drawn)	1677	1461
CCOC(=O)c1cc(NC(=O)c2cccnc2)ccc1N1CCOCC1	1810	1418
Fc1ccc(NC(=S)NC2CCN(Cc3ccccc3)CC2)cc1	1998	1703
CCn1c(SCC(=O)N/N=C/c2ccccc2OCC(=O)O)nnc1-c1ccc(OC)cc1	2007	1687
Cn1c2ccccc2c2nnc(SCc3nnc(-c4ccccc4)o3)nc21	1612	1582
CN(C(=O)CSc1nnc(-c2ccccc2)n1C)C1CCS(=O)(=O)C1 (stereo not drawn)	1547	1430
COc1ccc(Nc2ccc(Nc3ccc(OC)cc3)nn2)cc1	2360*	1723
CCCSc1ccc(C(=O)Nc2ccc(F)cc2F)cn1	1641	1691
Nn1cnnc1N/N=C/c1ccc(Cl)c([N+](=O)[O-])c1	1850	1623
CC(C)(C)NC(=O)/C(=C\c1cccnc1)NC(=O)c1ccco1	1868	1502
O=C(CCN1C(=O)c2ccccc2C1=O)Nc1ccc(-c2nc3ccccc3s2)cc1	1647	1573
Cc1cc(Cl)ccc1NC(=S)NCCCN1CCCC1=O	1460	1382
COc1ccc(OC)c(Cc2nnc(CCC(=O)NC(C3CC3)C3CC3)o2)c1	1769	1494

Look-ups from the list.
Cc1cc(Cl)ccc1NC(=S)NCCCN1CCCC1=O in SRC3 TRFRET art is listed with 1382
COc1ccc(Nc2ccc(Nc3ccc(OC)cc3)nn2)cc1 in SRC3 TRFRET art is listed with 1723

The results go on:
SMILES	SRC1 TRFRET art	SRC3 TRFRET art
O=C(CCCCCNc1nc(=S)[nH]c2ccccc12)NCCc1c[nH]c2ccccc12	2026	1773
O=C(CN1C(=O)c2ccccc2C1=O)Nc1cc([N+](=O)[O-])ccc1O	2117	1705
CCOc1ccccc1CNCCNCC(C)O (stereo not drawn)	1688	1671
COCCNC(=O)/C(C#N)=C/c1ccc(N2CCOCC2)o1	1841	1422
COc1cc(NC(=S)Nc2cccnc2)cc(OC)c1	1882	1557
O=C(O)COc1ccccc1/C=N/NC(=O)/C(=C\c1ccc2c(c1)OCO2)NC(=O)c1ccccc1	1906	1905
NC(=O)[C@@H]1CCCNc2c(I)cc([N+](=O)[O-])cc2C(=O)N[C@@H](CCCN=C(N)N)C(=O)N[C@@H](CCCN=C(N)N)C(=O)N1	1623	1482
CCOc1ccccc1C(=O)Nc1nnc(CC)s1	1981	1569
O=C1/C(=C\c2cccs2)SC(=S)N1C1CCS(=O)(=O)C1 (stereo not drawn)	1642	1537
Cc1ccc(S(=O)(=O)CCC(=O)OCC(=O)c2c(C)[nH]c3ccccc23)cc1	1636	1558
C/C(=N\N)c1c(-c2ccccc2)c2cc(Br)ccc2[nH]c1=O	1819	1582
C=CCNC(=S)N/N=C(\C)c1cccc(OC)c1	1808	1325
COc1ccccc1Nc1nc(Cl)nc(Nc2ccccc2OC)n1	1716	1533
COc1ccc(OC)c(NC(=O)COC(=O)/C=C/c2ccc(Cl)cc2)c1	2029	1540
Cc1cccc(N=N/C(=C\O)C(=O)c2cccs2)c1	1797	1604
Cc1ccc(S(=O)(=O)N2CCN(c3ccc(C(=O)N4CCOCC4)cc3[N+](=O)[O-])CC2)cc1	1881	1581
COc1ccc(N2C(=O)CC2(C#N)c2ccc(OCc3ccccc3)cc2)cc1 (stereo not drawn)	1889	1516
COc1ccc(-c2nc(=S)c3c([nH]2)Oc2ccc(C)cc2C3)cc1O	1961	1610
CCN(CC)S(=O)(=O)c1ccc(Cl)c(NC(=O)c2ccncc2)c1	1745	1426
O=c1c2ccccc2c(C=NCc2ccccn2)c(O)n1-c1ccccc1	1814	1773
O=C1CN(C(=O)C2CCCC2)CCN1	1644	1529
Cn1c(CC(=O)Nc2ccccc2)n[nH]c1=S	1703	1566
CC(C(=O)N1CCCCCC1)c1ccc([N+](=O)[O-])cc1 (stereo not drawn)	1754	1540
CN(C)C(=O)COC(=O)c1cccnc1Nc1ccccc1F	1598	1633
COc1cc(Cl)c(C)cc1NC(C)C(=O)Nc1cc(C(F)(F)F)ccc1N1CCOCC1 (stereo not drawn)	1566	1509
COc1cc(-c2ccc(=O)[nH]n2)ccc1OC(F)F	1731	1382
Cc1nc2cc3nc(C)sc3cc2s1	1949	1544
CCCCCNC(=O)N[C@H](C(=O)O)C(C)C	1759	1593
CC(C)N(C)C(=O)C(=O)c1cccn1-c1cccc(Cl)c1C#N	2315*	1624
CS(=O)(=O)n1nc(-c2ccco2)nc1N	1799	1380
O=c1cc(N2CCCCCC2)[nH]c(=O)n1-c1ccc(Cl)cc1	2135	1410
COc1ccc(N(C(=O)c2cc3ccccc3oc2=O)C2C=CS(=O)(=O)C2)cc1 (stereo not drawn)	2021	1513
O=C(CSc1nnc2c(Cl)cc(Cl)cn12)N1CCN(c2ccc(F)cc2)CC1	1824	1486
C=CCn1c(O)c(N=NC(=O)c2ccccc2NS(=O)(=O)c2cccs2)c2ccccc21	1734	1555
CSc1ccc(/C=c2\s/c(=C\C(=O)C(C)(C)C)n(CC(=O)NCCC3=CCCCC3)c2=O)cc1	1755	1649
O=C(NN1CCOCC1)c1sc2cccc(F)c2c1Cl	1832	1642
COc1ccc2c(-c3ccccc3)cc(SCC(=O)NC3CCS(=O)(=O)C3)nc2c1 (stereo not drawn)	1520	1777
COc1ccc(N)c2c1OCCC2=O	1703	1629
O=C1CN(S(=O)(=O)c2ccccc2C(F)(F)F)CCN1	1763	1417
COc1cc(OC)c([N+](=O)[O-])cc1/C=N/NC(=O)c1ccncc1	1889	1366
O=C(NCc1ccccn1)c1nc(-c2cccs2)no1	1627	1526
CC(C)(C)OC(=O)N/N=C\c1ccc([N+](=O)[O-])s1	1941	1754
COc1cc(CN2CCN(Cc3ccc(C)cc3)C(CCO)C2)ccc1O (stereo not drawn)	1853	1743
C/C(=C\c1ccccc1)CN1CCN(Cc2ccc(C)o2)C(CCO)C1 (stereo not drawn)	1766	1656
COc1ccc(CCN(C)C(=O)/C=C/c2c(Cl)nc3ccccn23)cc1OC	1781	1558
O=C(COC(=O)c1cccc2ccccc12)NCCCc1ccccc1	1623	1304
COc1ccc(/C=N/NC(=O)C2COc3ccccc3O2)cc1OC (stereo not drawn)	1856	1302
Cc1c(Cl)cccc1NC(=O)C1CCCCC1	1458	1673
CC(C)NCCCCOc1cccc(Br)c1	1557	1552
C/C(=N\NC(=O)c1ccc(O)cc1)c1ccc(N2CCOCC2)cc1	1949	1388
CCCc1nn(C)c(C(=O)Nc2ccc(C(C)(C)C)cc2)c1Cl	1951	1588
CN1CCN(C(=S)C(=O)Nc2ccc(Br)cc2)CC1	1838	1606
O=C(NCc1ccco1)c1cc(-c2cccnc2)nc2ccccc12	2325*	1623
Cc1nnc(SCC(=O)NC2CCCCC2C)s1 (stereo not drawn)	1707	1746
COc1cc(C(=O)NC(c2ccccc2)c2ccccc2)cc(Cl)c1OC	1486	1533
CCOCCCNC(=O)C1CCN(C(=O)N(C)C)CC1	1613	1424
Cc1ccc(Sc2ncccc2/C=N/O)cc1	1498	1582
CC(C)NC(=O)/C(C#N)=C/c1ccc2c(c1)OCCO2	1668	1650
COc1ccc([N+](=O)[O-])cc1CSc1nnc(NC(C)=O)s1	1864	1537
Cc1nnc(N(C)C(=O)c2cnccn2)s1	1546	1631

Remaining list, next part:
SMILES	SRC1 TRFRET art	SRC3 TRFRET art
COCCN(CCOC)S(=O)(=O)c1ccc(/C(O)=C(\C#N)c2nc3ccccc3[nH]2)cc1	1710	1507
Cc1ccc(NCC(=O)N/N=C/c2ccncc2)cc1	1884	1792
CC(=O)OCC(=O)[C@@]1(OC(C)=O)[C@@H](C)C[C@H]2[C@@H]3C[C@H](F)C4=CC(=O)C=C[C@]4(C)[C@@]3(F)[C@@H](O)C[C@@]21C	1712	1727
CC(=O)Nc1ccc(C(=O)OCc2ccc(Br)cc2)cc1	1742	1469
Cc1occc1-c1n[nH]c(=S)n1C	1721	1607
COc1ccc(OCCSc2nc(C)c(Cc3ccccc3)c(=O)[nH]2)cc1	2067	1549
COC(=O)c1ccccc1NC(=O)NCc1ccncc1	1694	1274
O=S(=O)(Nc1ccc(Cl)cn1)c1ccccc1	1839	1467
COCC(=O)N1CCCC(CNS(=O)(=O)c2ccc(OC)cc2)C1 (stereo not drawn)	1659	1728
CC(C)C(=O)Nc1nc2c(c(=O)[nH]1)CCCC2	2029	1794
Cc1cccc(C)c1NC(=S)N(CCCN1CCOCC1)Cc1cccnc1	1730	1651
CC(C)C(=O)Nc1ccc(NC(=O)c2ccc([N+](=O)[O-])cc2Cl)cc1	2055	1411
O=C(Cc1c(Cl)cccc1Cl)OCC(=O)N1CCc2ccccc2C1	1757	1657
CC(=O)c1cnc2c(-c3ccccc3)c(C(F)(F)F)nn2c1C	1658	1472
Fc1cccc(CN2CCCCCCC2)c1	1812	1530
CC(=O)Nc1ccccc1C(=O)C(=O)NCCc1ccccc1	1442	1274
CCC(=O)Nc1sc(C(=O)Nc2ccccc2OC)c(C)c1C(=O)OC	1950	1784
CC(C)(C)NC(=O)C1CCN(c2ccc(S(=O)(=O)N3CCOCC3)cc2Cl)CC1	1668	1713
COc1ccc(NS(=O)(=O)c2ccc(NC(=S)NC(=O)/C=C/c3ccccc3)cc2)nn1	1853	1581
CC(C)(C)NC(=O)C(=O)NCCC1=CCCCC1	1800	1551
Cc1[nH]n(-c2cccc3ccccc23)c(=O)c1/C=N/NC(=O)c1cccc([N+](=O)[O-])c1	1893	1540
CCC(=O)Oc1ccc(/C(CC)=C(\CC)c2ccc(OC(=O)CC)cc2)cc1	1645	1605
CC1(C)Cc2c(C#N)c(NCc3ccco3)nc(-c3ccco3)c2CO1	1758	1388
O=C(CCCN1C(=O)c2ccccc2C1=O)Nc1ccc2c(c1)OCCO2	1700	1434

A portion of the library; the hit share may differ from the screen's.
